ST2 inh – inhibitors of human ST2 (IL1RL1) binding to IL-33, primary screen, biochemical, AlphaLISA; AID 1259354, 2018; AlphaLISA ST2-Fc/biotin-IL-33 interaction, 1 h; inhibition, % for hits at 17 µM; Interleukin-1 receptor-like 1 (Homo sapiens), Q01638; 78,000 compounds, 2.3% hits; in the data active means inhibition above about 30%; inconclusive means mostly about 10% to 28%
Target sequence (Q01638 whole entry, looked up): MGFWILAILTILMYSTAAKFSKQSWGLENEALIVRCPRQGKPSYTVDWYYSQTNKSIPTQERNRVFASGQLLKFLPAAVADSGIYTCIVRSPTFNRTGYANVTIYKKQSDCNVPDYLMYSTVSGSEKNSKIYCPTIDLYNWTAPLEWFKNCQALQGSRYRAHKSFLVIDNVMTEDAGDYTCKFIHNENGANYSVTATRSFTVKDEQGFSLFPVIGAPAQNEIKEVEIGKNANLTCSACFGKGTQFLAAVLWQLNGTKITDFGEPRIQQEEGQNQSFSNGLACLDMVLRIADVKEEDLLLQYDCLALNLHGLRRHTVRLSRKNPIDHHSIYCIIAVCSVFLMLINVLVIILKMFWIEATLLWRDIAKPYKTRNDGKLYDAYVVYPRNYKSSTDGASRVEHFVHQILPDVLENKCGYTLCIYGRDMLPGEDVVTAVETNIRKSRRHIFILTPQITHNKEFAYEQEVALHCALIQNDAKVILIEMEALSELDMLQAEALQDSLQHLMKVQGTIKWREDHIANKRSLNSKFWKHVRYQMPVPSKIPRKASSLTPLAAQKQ
* marks the source's active call; other numbers are inactive results; i = inactive; ? = inconclusive.

canonical_smiles	ST2 inh
O=C(C1c2ccccc2C(=O)N2CCc3ccccc3C12)N1CCN(c2ccc(F)cc2)CC1 (stereo unspecified)	i
CCOc1ccc2nc(NC(=O)C3(S(=O)(=O)c4ccc(Cl)cc4)CC3)sc2c1	i
O=C(CCc1cc(Cl)no1)NC1CCC(n2cnnc2)CC1 (stereo unspecified)	i
Cc1ccc(S(=O)(=O)NCC2(c3ccccc3)CCCC2)cc1	i
Cc1cccc(C(=O)Nc2cc(Cl)ccc2Cl)c1	i
CC1CC(C)CN(C(=O)Nc2ccccc2)C1 (stereo unspecified)	i
Cc1sc2c(c1[N+](=O)[O-])C(=O)NCCC2	i
Cc1cccn2c(CNC(=O)c3cc(C4CC4)[nH]n3)cnc12	i
CC1=C(C(=O)N2CCc3ccccc3C2)C(c2c(C)noc2C)NC(=O)N1 (stereo unspecified)	?
O=C(CC1COCCN1)NCc1cn2ccccc2n1 (stereo unspecified)	?
Cc1nc(N2CCC(C(=O)NC(C)c3cccs3)CC2)nc2cc(S(C)(=O)=O)ccc12 (stereo unspecified)	i
CSCCC(NS(=O)(=O)c1cccs1)C(=O)O (stereo unspecified)	i
CC(C)c1cc(C(=O)N2CCc3nnc(CCc4ccccc4)n3CC2)no1	?
O=C(CSc1nc2ccccc2s1)c1ccccc1[N+](=O)[O-]	33.0%*
COc1ccc(OC)c(CN2CCc3ccccc3C2)c1	?
Cc1ccn2c(NC(=O)c3cc4ccccc4oc3=O)c(-c3ccccc3)nc2c1	i
O=C1C2=C(C(c3ccccc3)=NCCN2)C(c2cccc(F)c2)N1c1ccccc1 (stereo unspecified)	?
O=c1oc2ccccc2c(O)c1C=Nc1nc2ccccc2s1	?
CC(C)NC(=O)C[C@@H]1O[C@H](Cn2cc(COc3ccccc3)nn2)[C@@H](O)[C@H]1O	i
O=C(Cc1cccs1)Nc1ccccc1C(=O)Nc1ccc(C(=O)O)cc1	i
Cc1ccc(NC(=O)c2noc3c2CC(C(C)(C)C)CC3)cc1 (stereo unspecified)	i
O=C(CN1C(=O)C(=O)c2ccccc21)Nc1ccccc1Cl	?
CN(C)c1ccc(/C=C(\C#N)c2nc(-c3ccc([N+](=O)[O-])cc3)cs2)cc1	?
COc1ccc([N+](=O)[O-])cc1NC(=O)CCN1CCCCCC1	?
COCc1c(C(=O)N2CCN(c3ccccc3)CC2)cnn1-c1nccc(-c2cccs2)n1	?
Cc1ccc(NC(=O)CCNC(=O)c2ccc(-n3cnnc3)cc2)cc1	i
COc1ccc(Cc2noc(-c3cccc(Br)c3)n2)cc1OC	i
O=C(Nc1ccc(-c2ccc([N+](=O)[O-])cc2)cc1)c1ccccc1F	?
Cc1oc(-c2ccc(Cl)cc2)nc1CN1CCCC(C(=O)NC2CC2)C1 (stereo unspecified)	i
CC(=O)Nc1ccc(NC(=O)c2ccc(Cl)cc2)cc1	?
Cc1ccc(C(=O)N[C@H]2CO[C@H]3[C@@H]2OC[C@@H]3Nc2nccc(-c3cccc(F)c3)n2)cc1	?
CCCc1cc2c(=O)c(-c3ccccn3)coc2cc1OC(C)=O	i
CCc1nc2cccnc2n1C1CCN(S(=O)(=O)Cc2ccccc2)CC1	i
COc1cc(C=O)ccc1OCCOc1ccc([N+](=O)[O-])cc1Cl	i
Cc1nc2c(C(=O)NCc3cccs3)cnn2c(C)c1Cc1ccc(F)cc1	i
COc1ccc(OCC(=O)N2CC3(C)CC2CC(C)(C)C3)cc1 (stereo unspecified)	i
COc1ccc(N2C(=O)CN(C(=O)c3ccccc3SC)CC2(C)C)cc1	i
COc1ccc(Nc2nnc(C)c(=O)[nH]2)cc1	i
CC(=O)Oc1cc2c(C(=O)OC(C)C)c(C)oc2cc1Br	?
COc1cccc(-c2nnnn2[C@H]2CO[C@H]3[C@@H]2OC[C@@H]3NC(=O)C2CC2)c1	i

Among those listed so far, these have an aryl thioether with sulfur outside any ring.
canonical_smiles	ST2 inh
O=C(CSc1nc2ccccc2s1)c1ccccc1[N+](=O)[O-]	33.0%*
COc1ccc(N2C(=O)CN(C(=O)c3ccccc3SC)CC2(C)C)cc1	i

Next section.
canonical_smiles	ST2 inh
COc1ccc(N(C)S(=O)(=O)c2cc(Br)cc3c2N(C(=O)C2CC2)CC3)cc1	i
COc1ccc(C(=O)N2CCN=C2SCc2ccccc2Cl)c(OC)c1	i
O=C(Nc1c(-c2cccs2)nc2ccccn12)c1c(F)cccc1F	i
C=CCNC(=O)C(=O)Nc1ccccc1C	i
O=C(CSc1nc2c([nH]c3ccccc32)c(=O)n1-c1cccc(Cl)c1)N1CCCC1	?
Cc1cc(C)cc(NS(=O)(=O)c2ccc3c(c2)c(=O)n(C)c(=O)n3C)c1	i
CCSCCOC(=O)C1=C(C)NC(=O)NC1c1ccc(CC)cc1 (stereo unspecified)	i
NNC(=O)CNC(=O)c1ccccc1	i
Cc1cc([N+](=O)[O-])nn1CCCC(=O)Nc1ccc(OC(F)(F)F)cc1	?
CCCN(CCC)S(=O)(=O)c1ccc2c(c1)NC(=O)CC(=O)N2	i
CC#CCN(Cc1ccco1)C(=O)c1cc(C)c(C)c(S(N)(=O)=O)c1	i
CSc1nc2c([nH]c3ccccc32)c(=O)n1-c1ccc(C)cc1	i
COC1=CC(=C2C=CC(=[N+](C)C)C=C2)Oc2ccccc21	i
O=[N+]([O-])c1ccccc1CN1CCN(c2ccccn2)CC1	i
O=S(=O)(Nc1ccc(Cl)c(C(F)(F)F)c1)c1cccnc1	i
CCOc1ccc(C(=O)NC2CC(=O)N(c3cccc(OC)c3)C2)cc1OCC (stereo unspecified)	i
COc1ccc(NC(=O)N[C@H]2CO[C@H]3[C@@H]2OC[C@@H]3n2nnnc2Oc2ccccc2)cc1	?
CCOC(=O)Cn1cnc2c(oc3ccccc32)c1=O	i
COc1ccc(NC(=O)CCC2CCCN(CC3=Cc4cccc(OC)c4OC3)C2)c(C)c1 (stereo unspecified)	i
CC1=C(C(=O)Nc2cc(C)ccn2)C(c2ccccc2C)C2=C(CC(C)(C)CC2=O)N1 (stereo unspecified)	i
CN(C)c1ccc(/C=c2\sc3nc4ccccc4n3c2=O)cc1	i
CN1CC2(CCN(Cc3cccc(O)c3)CC2)CC1C(=O)O (stereo unspecified)	i
C=CCCCC(=O)Nc1ccccc1Br	i
CCC(C)N(C(=O)c1cccc([N+](=O)[O-])c1)C(C)CC (stereo unspecified)	i
O=C(CCS(=O)(=O)c1cccc2nsnc12)NCc1ccccc1	i
CCNC(=O)N[C@H]1CO[C@H]2[C@@H]1OC[C@H]2OC	i
O=C(Cc1c(C(=O)O)[nH]c2ccc(Cl)cc12)Nc1ccc2c(c1)OCO2	i
Cc1cccn2cc(C(=O)NCCc3nncn3C(C)C)nc12	i
Cc1cccc(N=C2C(=O)Nc3ccc(Br)cc32)c1C	i
Cc1ccc(C(=O)Nc2ccc3oc(-c4ccncc4)nc3c2)cc1C	i
CC1(C)OC(=O)N(CCCC(=O)O)C1(C)O (stereo unspecified)	i
COc1cccc2c1NC(C)(C)C=C2C	46.0%*
C=C(C(=O)O)C1CC2=C(C)CCCC2(C)C[C@@H]1O (stereo partly specified)	i
Cc1nnsc1C(=O)N(CC1CCN(Cc2ccccc2F)CC1)CC1CCCO1 (stereo unspecified)	?
Cc1cc(C(=O)Nc2sc3c(c2C(N)=O)CCC(C)C3)ccc1[N+](=O)[O-] (stereo unspecified)	i
COc1ccc(-c2csc(NC(=O)c3cc(=O)c4ccccc4o3)n2)c(OC)c1	?
CN(C)C(=O)c1ccc(S(=O)(=O)NC2CCCCC2)s1	i
CN(C)S(=O)(=O)CCNC(=O)c1cccc2nccnc12	?
Cc1ccc(-c2nc(CN3CCc4[nH]ncc4C3)c(C)o2)s1	?
CC(=O)Nc1ccc2nc(CN3CCN(Cc4ccccc4C)C(CCO)C3)ccc2c1 (stereo unspecified)	i

The last 7 compounds of the part before open the next one:
canonical_smiles	ST2 inh
Cc1nnsc1C(=O)N(CC1CCN(Cc2ccccc2F)CC1)CC1CCCO1 (stereo unspecified)	?
Cc1cc(C(=O)Nc2sc3c(c2C(N)=O)CCC(C)C3)ccc1[N+](=O)[O-] (stereo unspecified)	i
COc1ccc(-c2csc(NC(=O)c3cc(=O)c4ccccc4o3)n2)c(OC)c1	?
CN(C)C(=O)c1ccc(S(=O)(=O)NC2CCCCC2)s1	i
CN(C)S(=O)(=O)CCNC(=O)c1cccc2nccnc12	?
Cc1ccc(-c2nc(CN3CCc4[nH]ncc4C3)c(C)o2)s1	?
CC(=O)Nc1ccc2nc(CN3CCN(Cc4ccccc4C)C(CCO)C3)ccc2c1 (stereo unspecified)	i
CC(=O)c1ccc(NC(=O)CCCn2cnc([N+](=O)[O-])n2)cc1	i
COc1cc(OC)cc(C(=O)Nc2ccc(S(=O)(=O)Nc3nc(C)cc(C)n3)cc2)c1	?
CC(=O)Nc1ccc(S(=O)(=O)N2C[C@@H]3C[C@H](C2)c2ccc(-c4cccc(C(F)(F)F)c4)c(=O)n2C3)cc1	i
COc1ccc(CN2CCCCC2C(=O)Nc2ccc(-n3cnnn3)cc2)cc1F (stereo unspecified)	?
CN(C)CCN(C)Cc1ccccc1Cl	i
CC(C)(C)SCCNS(=O)(=O)c1ccccc1	i
O=C(CCCOc1ccccc1)Nc1cccc([N+](=O)[O-])c1	i
C=CS(=O)(=O)c1ccc(NC(=O)c2sc3cc(Cl)ccc3c2Cl)c(OC)c1	?
Cc1ccc(C)c(CSC2=NCCN2C(=O)Cc2cccs2)c1	i
O=c1[nH]cc(F)c(=O)[nH]1	i
COc1ccc(C(O)=C2C(=O)C(=O)N(CCCO)C2c2ccc(N(C)C)cc2)cc1 (stereo unspecified)	i
CC(C)C(NS(=O)(=O)c1cccs1)C(=O)NC1CCCc2ccccc21 (stereo unspecified)	?
Cc1cc(C)n(CCC(=O)NCCc2ccc(S(N)(=O)=O)cc2)n1	i
N#Cc1ccc(N2C(=O)C3C4C=CC(C4)C3C2=O)cc1 (stereo unspecified)	i
Cc1ccc(S(=O)(=O)c2c(N)n(CCO)c3nc4ccccc4nc23)cc1	i
COC(=O)C1CCN(C(=O)CC[C@H]2CNC(=O)[C@@H]3[C@@H](CCN3C(C)C)N2C)CC1	i
N#CC1=C(N)Oc2n[nH]c(-c3ccc4c(c3)OCO4)c2C1c1ccc(C(F)(F)F)cc1 (stereo unspecified)	i
c1ccc(-c2ncsc2CNCc2nc(-c3ccco3)no2)cc1	i
COc1ccc(CN2CCN(c3ccccc3OC)CC2)cc1OC	30.0%*
O=C(NC1CCCCC1)c1cc(=O)[nH]c2ccc(S(=O)(=O)N3CCOCC3)cc12	i
COC(=O)C(NC(=O)c1ccc2nc[nH]c2c1)c1cccc(C)c1 (stereo unspecified)	?
COc1ccc(NC(=O)c2oc3ccccc3c2NC(=O)c2ccco2)cc1	i
O=C(NCc1ccc(F)cc1)C1CCN(c2ccc(-c3cccs3)nn2)CC1	i
CCN(CC)S(=O)(=O)c1ccc(C(=O)N2CCN=C2SCc2ccccc2Cl)cc1	i
COc1ccc2oc(=Nc3ccccc3OC)c(C(=O)NC(C)=O)cc2c1	i
COc1cc2c(cc1OC)C(C)N(C(=O)c1cccc(Br)c1)CC2 (stereo unspecified)	?
CCOC(=O)c1ccc(NS(=O)(=O)c2ccc3c(c2)CCN3C(=O)C2CC2)cc1	i
Cc1ccc(-c2cc(N3CCN(S(=O)(=O)c4ccc(F)c(Cl)c4)CC3)ncn2)cc1	i
COc1ccccc1N1C(=O)CC(N2CCN(c3ccc(Cl)cc3)CC2)C1=O (stereo unspecified)	i
CN(C)c1ccc(C(=O)NC2CCCN(Cc3ccc(Cl)cc3)C2)cc1 (stereo unspecified)	i
COc1ccc2c(c1)CC(c1nc(Cc3ccc(F)cc3)no1)CO2 (stereo unspecified)	i
CCOc1ccccc1CN1C(=O)CCC1(C)C(=O)NC(C)CC (stereo unspecified)	i
COC(=O)c1cc(OC)cc(C(=O)N2CCCC3(CC2)CNC(=O)O3)c1 (stereo unspecified)	?
O=C(COc1nsnc1N1CCOCC1)Nc1ccc([N+](=O)[O-])cc1	?
Oc1ccc(-c2nc(C3CCCCC3)no2)cc1	i
CC(=O)N[C@@H]1c2ccccc2C2(CCN(C(=O)c3n[nH]c4ccccc34)CC2)[C@H]1OCc1ccccc1	?
O=C(Nc1nnc(-c2ccc(F)cc2)o1)c1ccc(S(=O)(=O)N2CCCC2)cc1	i
C=CCN1C(=O)CSc2ccc(C(=O)NCCC3=CCCCC3)cc21	i
Cc1cc(F)ccc1S(=O)(=O)N1CCC2(CCCNC2)C1 (stereo unspecified)	?
Cc1ccc(S(=O)(=O)Cc2noc([C@@H]3C[C@@H](O)CN3C(C)C)n2)cc1	i
O=C(c1sc2cc(F)ccc2c1Cl)N1CCc2ccccc2C1	i
CCn1c(-c2c(-c3ccccc3)ncn2Cc2cc(C)[nH]n2)nc2ccccc21	i
Cc1ccc(-c2nnc(CNCCSc3nnnn3C)o2)n1C	?
O=C(COc1ccc(C(=O)N2C[C@@H]3CC[C@H]2C3)cc1)N1CCCCC1	i
O=C(CCc1c[nH]c2ccccc12)NCCn1ncc2ccccc2c1=O	i
Cc1nn(CCCC(=O)Nc2sc3c(c2C#N)CCCC3)c(C)c1[N+](=O)[O-]	?
CCN(C(=O)c1cccc(Br)c1)c1ccccc1	i
O=C(NCc1ccccn1)c1cc(=O)[nH]c2ccc(S(=O)(=O)N3CCCCCC3)cc12	i
Cc1cccc(-c2nnc(-c3nc(NCCc4ccco4)c4ccccc4n3)o2)c1	?
C=CCSc1nnc2c(n1)OC(/C=C/c1ccco1)Nc1ccccc1-2 (stereo unspecified)	i

Bioassay records as filed in PubChem BioAssay.

This is a subset (hit frequency here may not be typical).
